# Screening results from PubChem.
# GAA glycogen mod: GAA glycogen-cleavage inhibition or activation; P10253; recombinant GAA, glycogen substrate, Amplex Red glucose oxidase fluorescence; Potency, µM (doses to about 76.4 µM), for inactives: at the highest dose activity change, negative = inhibition, hits mostly inhibitors; actives 0.38% (n = 300,000);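 further: 0% = full enzyme reaction and -100% = no-enzyme basal signal; the screen sought inhibitors and activators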
#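 Recombinant human enzyme (4 nM); glycogen substrate; 37 C, 40 min, pH 5.0. Readout: coupled glucose oxidase/Amplex Red fluorescence.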
# L3MBTL1 inh: L3MBTL1 (human) inhibition; Q9Y468; AlphaScreen L3MBTL1–H3K9me1 peptide binding; Potency, µM (top dose mostly 57.1 µM), for inactives: at the top dose activity, negative = inhibition, usual class: inhibitors; actives 0.66% (n = 230,000); further: nearly all actives have a fitted effect of over 60% in size
#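 Read-out is AlphaScreen signal from streptavidin donor and nickel chelate acceptor beads (10 ug/mL final each) bridging L3MBTL1 (50 nM) and biotinylated K9-monomethylated H3(1-15) peptide (75 nM), after 30 min compound exposure at room temperature.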
# aGlu spleen mod: inhibits or activates alpha-glucosidase in human spleen homogenate | AID 2112 | human spleen homogenate, 4-MU-alpha-glucoside fluorescence | Potency, µM (series often up to 79.9 µM), inactives show at the highest dose activity change, negative = inhibition, actives largely listed as inhibitors | actives 0.006% (n = 240,000) | P10253;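 further: 0% = enzyme with vehicle and -100% = no enzyme basal signal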
#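 Human spleen homogenate (1 ug) with 4-methylumbelliferyl-alpha-D-glucopyranoside (1 mM final) in 50 mM citrate/phosphate pH 5.0, 0.01% Tween-20; 40 min at 37 C. Stopped at pH 10; 4-MU fluorescence Ex 365/Em 440 nm; AC50 by Hill fit.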
# RGS12 GoLoco inh: RGS12 GoLoco-Gai1 interaction inhibition | AID 880 | Gai1:RGS12 GoLoco peptide FP, rhodamine, 10 min | P63096 | actives 0.44% (n = 230,000) | Potency, µM (highest dose often 61.6 µM), for inactives: top-dose activity, negative = inhibition, actives largely listed as inhibitors; active means well fitted inhibition curve with a large enough effect, not every such curve was filed as active; inactive means no such curve, though single readings can be large or run the other way; further: nearly all actives have a fitted effect of over 30% in size; many of its hits are not listed in these tables
# RECQ1 inh: RECQ1 (human) helicase inhibition; RECQ1 DNA unwinding, red fluorescence kinetic read; actives 0.54% (n = 240,000); Potency, µM (highest dose often 57.3 µM), for the others: top-dose activity, negative = inhibition, actives largely listed as inhibitors; P46063;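 further: plate controls were vehicle for no effect and no enzyme for full effect; nearly all actives have a fitted effect of over 30% in size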
# Target sequence (P46063 whole entry, looked up): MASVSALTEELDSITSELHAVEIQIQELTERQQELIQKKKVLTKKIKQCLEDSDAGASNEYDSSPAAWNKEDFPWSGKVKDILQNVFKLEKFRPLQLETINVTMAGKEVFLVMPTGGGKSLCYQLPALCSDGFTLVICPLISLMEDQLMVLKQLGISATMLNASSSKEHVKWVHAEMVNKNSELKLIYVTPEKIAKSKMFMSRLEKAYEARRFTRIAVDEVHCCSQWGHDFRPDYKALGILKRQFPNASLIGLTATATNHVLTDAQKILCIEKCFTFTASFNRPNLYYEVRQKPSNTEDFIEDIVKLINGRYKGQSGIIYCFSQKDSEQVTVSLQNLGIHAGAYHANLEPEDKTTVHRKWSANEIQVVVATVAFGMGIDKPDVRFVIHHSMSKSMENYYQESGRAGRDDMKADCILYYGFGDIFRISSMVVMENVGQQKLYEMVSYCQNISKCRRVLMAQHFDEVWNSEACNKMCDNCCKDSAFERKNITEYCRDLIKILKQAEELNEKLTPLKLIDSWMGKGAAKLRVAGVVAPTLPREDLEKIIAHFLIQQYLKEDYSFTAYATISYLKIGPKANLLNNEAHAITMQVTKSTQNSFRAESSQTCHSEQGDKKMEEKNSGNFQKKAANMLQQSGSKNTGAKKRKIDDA
#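 50 nM RECQ1T1 preincubated 15 min with compound in Tris pH 8.0 buffer with MgCl2, DTT, Tween-20 and 2.5 ug/ml poly(dI-dC); started with 200 nM TAMRA/BHQ-2 forked duplex and 2 mM ATP. Unwinding read as fluorescence (525/598 nm), two reads 2 h apart.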
# TRb-SRC2 inh: disrupts binding of human TR beta to SRC2; P10828; TRbeta-SRC2 peptide binding, fluorescence polarization; receptor liganded with 1 µM T3; Potency, µM (series often up to 106 µM), without a hit: top-dose activity change, negative = inhibition, most hits filed as inhibitors; actives 0.065% (n = 280,000);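 further: plate controls were bound peptide for no effect and peptide without receptor for full effect; nearly all actives have a fitted effect of over 50% in size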
# Target sequence (P10828 whole entry, looked up): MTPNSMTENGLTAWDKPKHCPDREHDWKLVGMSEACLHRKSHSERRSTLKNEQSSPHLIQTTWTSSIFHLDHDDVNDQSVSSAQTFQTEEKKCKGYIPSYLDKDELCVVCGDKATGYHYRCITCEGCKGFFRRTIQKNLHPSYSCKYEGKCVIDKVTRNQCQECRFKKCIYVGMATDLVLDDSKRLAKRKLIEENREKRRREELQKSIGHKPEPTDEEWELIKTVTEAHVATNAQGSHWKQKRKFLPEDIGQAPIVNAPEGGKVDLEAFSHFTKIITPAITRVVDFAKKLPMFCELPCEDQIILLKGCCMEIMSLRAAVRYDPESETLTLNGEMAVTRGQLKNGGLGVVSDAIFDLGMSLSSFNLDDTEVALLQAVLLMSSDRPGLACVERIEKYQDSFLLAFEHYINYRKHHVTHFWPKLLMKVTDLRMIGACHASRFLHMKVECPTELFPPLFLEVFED
#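 Fluorescence polarization of 20 nM Texas Red SRC2 peptide (20-aa NR interaction domain) bound to 0.6 uM human TRb ligand-binding domain, with 1 uM T3, after 5 hr at ambient temperature; inhibition seen as decreased polarization.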
# TexasRed fluor: alters Texas Red total fluorescence, flagging assay interference; TRb/SRC2 Texas Red total fluorescence interference; Potency, µM (titrated, usually from 106 µM), inactives show top-dose fluorescence change, negative = quenching; actives 0.29% (n = 280,000); AID 1479; active means well fitted curve in either direction with a large enough effect; inconclusive means small, poorly fitted or top-dose-only effect
#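 Human TRb ligand-binding domain at 0.6 uM with 20 nM Texas Red SRC2 peptide in Tris buffer containing 1 uM T3 and 5% DMSO, incubated with compound 5 h at ambient temperature. Total fluorescence (555/632 nm) calculated as parallel + 2 × perpendicular.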
# GAA inh: blocks human lysosomal alpha-glucosidase; P10253; AID 1466; actives 0.005% (n = 200,000); Potency, µM (highest dose often 76.9 µM), inactives show at the highest dose activity change, negative = inhibition, most hits filed as inhibitors; purified human GAA, 4-MU-alpha-glucoside fluorescence;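 further: plate controls were uninhibited enzyme wells for no effect and no-enzyme background for full effect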
#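 Activity normalized between no-enzyme (basal) and enzyme-only wells. Conditions: 4 nM human enzyme, 400 uM fluorogenic substrate, citrate/phosphate pH 5.0 with Tween-20, 20 min room temperature, compounds up to 77 uM.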
# * marks the source's active call; other numbers are inactive results; i = inactive; ? = inconclusive; · = no result given; [ ] = another dose, or the depositor's remark. Unless noted, the call rests on the fitted dose curve; in most records, active means well fitted curve in the direction sought with a large enough effect; inconclusive means small, poorly fitted or top-dose-only effect, or another doubt; inactive means no such curve, though single readings can be large; an effect the other way counts as inactive or inconclusive. Unless noted, on the % scale 0 is the no-effect control and ±100 the full control effect; potency means the concentration at half of the fitted maximal effect. An excerpt (hit frequency here may not be typical).
SMILES | aGlu spleen mod | L3MBTL1 inh | GAA inh | RECQ1 inh | TRb-SRC2 inh | RGS12 GoLoco inh | GAA glycogen mod | TexasRed fluor
CCOC(=O)C(C)n1cnc2sc(C)c(C)c2c1=O (centres undefined) | -1% | 0% | ? | 2% | -4% | 11% | 4% | -3%
COc1cccc(C(=O)NNC2=C(C(=O)C(F)(F)F)CCC2)c1 | 5% | -5% | · | -1% | 7% | 10% | -19% | 0%
O=C(c1cccc([N+](=O)[O-])c1)c1cc2ccccc2o1 | 4% | -8% | -4% | 8% | -7% | 1% | 2% | -1%
CCC(Nc1nc(-c2ccccc2)nc2ccccc12)C(=O)O (centres undefined) | 2% | · | -1% | i | -6% | 3% | -1% | 1%
Cc1c(Cl)cccc1NC(=S)NC1CC1 | -8% | 4% | 8% | 10% | 2% | -5% | 0% | -1%
CCc1ccc2nc(N)sc2c1 | 2% | 3% | 0% | -16% | 0% | 3% | 3% | 1%
CCC(C)COC(=O)c1ccc(C(=O)O)cc1 (centres undefined) | -24% | -2% | 4% | i | -6% | 4% | 10% | -3%
CCOC(=O)C1=C(CSc2nc(C)cc(C)c2C#N)OC(N)=C(C#N)C1c1cccs1 (centres undefined) | 4% | -6% | -7% | -6% | -17% | 16% | -24% | -3%
CCOC(=O)C1(CCOC)CCN(Cc2ccc(C(=O)OC)cc2)CC1 | 3% | -15% | 2% | i | -1% | 0% | -14% | -3%
Cc1[nH]c(=O)[nH]c(=O)c1/C=N/NC(=O)[C@@H](NC(=O)OC(C)(C)C)C(C)C | -3% | 9% | 2% | i | -11% | 7% | 9% | -4%
O=C(CCC1COc2ccccc2O1)Nc1ncccc1O (centres undefined) | 0% | -5% | -2% | -2% | 2% | 6% | 0% | -2%
Cc1ccccc1CN(C)CC(=O)Nc1ccccc1-c1ccccc1 | -6% | 24% | 5% | -8% | 3% | · | 9% | -7%
COC(=O)c1c(NC(=O)C(Cl)Cl)sc2c1C(C(=O)OC)CC2 (centres undefined) | 0% | 0% | 0%[15.4 µM] | -3% | 4% | 16% | -5% | 0%
CCOc1ccc(C2=NNC(c3cccs3)=Nc3ccc(OC)cc32)cc1OCC | 1% | ? | -6% | i | -4% | -1% | -22% | -5%
N#CCSc1nnc(-c2sc3ccccc3c2Cl)o1 | -3% | -1% | -2% | -3% | -2% | 11% | 7% | 0%
C/C(=N\NC(=S)NCc1ccccc1)c1ccc2c(c1)OCCO2 | -5% | ? | -6% | -17% | -6% | 1% | -10% | 0%
COc1ccc(/C=C/c2cc[n+](C(=O)Cc3ccccc3)cc2)cc1 | -4% | -14% | -1% | -12% | 8% | 17% | 12% | -4%
CC1(C)CC(=O)C=C(Nc2ccc(Br)cn2)C1 | -1% | 4% | -5% | -19% | -16% | -8% | -5% | -1%
Nc1ccc(S(=O)(=O)NC2=NCCCCC2)cc1N | -7% | -5% | 3% | i | 8% | 2% | -14% | 0%
Cc1c(/C=N/N=C2\CCC3C4CCc5cc(O)ccc5C4CCC23C)cnn1C (centres undefined) | -1% | · | -14% | i | 1% | 9% | -5% | -1%

# Compounds above containing a cyano group:
SMILES | aGlu spleen mod | L3MBTL1 inh | GAA inh | RECQ1 inh | TRb-SRC2 inh | RGS12 GoLoco inh | GAA glycogen mod | TexasRed fluor
CCOC(=O)C1=C(CSc2nc(C)cc(C)c2C#N)OC(N)=C(C#N)C1c1cccs1 (centres undefined) | 4% | -6% | -7% | -6% | -17% | 16% | -24% | -3%
N#CCSc1nnc(-c2sc3ccccc3c2Cl)o1 | -3% | -1% | -2% | -3% | -2% | 11% | 7% | 0%

# Further compounds follow:
SMILES | aGlu spleen mod | L3MBTL1 inh | GAA inh | RECQ1 inh | TRb-SRC2 inh | RGS12 GoLoco inh | GAA glycogen mod | TexasRed fluor
COc1ccc(O)c(C(=O)c2cc(C#N)c(=O)n(CCN3CCOCC3)c2)c1 | 3% | 8% | -4% | -14% | -9% | 1% | -15% | -1%
COc1ccc(C2(CNC(C)=O)CCCC2)cc1OC | 9% | · | 3% | 2% | -14% | 1% | 5% | 0%
COc1ccc(-c2nnc(SCC(=O)c3cccs3)n2-c2ccc(Cl)cc2)cc1 | -1% | 8% | -2% | 0% | 1% | -3% | -3% | -3%
CCc1nnc(NC(=O)c2ccc3nc(CC)c(CC)nc3c2)s1 | 4% | 8% | 5% | i | 2% | 20% | 1% | 3%
O=C(Cn1nc(Cc2cccnc2)c2ccccc2c1=O)NCc1ccc2c(c1)OCO2 | 1% | · | -6% | -3% | -3% | 0% | -9% | -1%
COC(=O)c1c(C)[nH]c(C(=O)/C=C/c2cccc(Cl)c2)c1C | 9% | 2% | -3% | 12% | -5% | 8% | -6% | -21%
Cc1ccc(/C=N/n2c(-c3cccs3)n[nH]c2=S)cc1 | -8% | -4% | 1% | -5% | 4% | 2% | -26% | -3%
O=C(Cc1ccccc1)N/N=C/c1ccccc1Cl | 1% | 1% | -1% | 10% | -10% | 7% | 5% | -1%
Cc1nn(-c2ccccc2)c(N2CCCC2)c1/C=N/NC(=S)Nc1ccccc1F | -5% | 0% | 3% | -4% | 0% | 10% | 7% | 1%
COc1ccc([C@H]2[C@H](C(=O)OC(C)(C)C)N3N=Cc4ccccc4C3C23C(=O)c2ccccc2C3=O)c(OC)c1 (some centres undefined) | -2% | -11% | -6% | -1% | 2% | 11% | -2% | -3%
O=C(c1ccccc1F)c1cc2c(cc1[N+](=O)[O-])OCCO2 | 3% | -18% | 12% | 2% | 6% | 5% | 2% | -3%
N#CCNC(=O)c1cccn1-c1ncc(C(F)(F)F)cc1Cl | 2% | 24% | 6% | 1% | -7% | 12% | -2% | 2%
COc1ccc(/C=N/N=C2/SCC(=O)N2Cc2ccccc2)cc1 | 7% | 11% | · | -13% | -2% | -3% | 1% | -2%
COc1ccc(NC(=O)N[C@@H](CCSC)C(=O)O)cc1OC | -2% | 2% | 3% | -3% | 1% | 0% | 8% | -1%
O=C(NC1CCCc2ccccc21)c1ccc2c(c1)OCO2 (centres undefined) | 2% | 3% | 10% | i | 1% | -5% | -7% | 0%
FC(F)(F)COc1ccc(-c2nnc(SCc3ccccc3)o2)cn1 | -7% | 10% | 0% | -7% | -5% | 1% | 2% | -4%
Cc1noc(C)c1CN(C(=S)NC(C)C)c1ccccc1 | -5% | 9% | 0% | -7% | -12% | 6% | 2% | ?
CCCN(CCC)CCCNC(=O)c1cc2cc3ccc(OC)cc3nc2o1 | ? | -2% | ? | -6% | -7% | 10% | -2% | -2%
Cc1cccc(C(=O)NNC(=O)c2ccco2)c1 | -19% | 6% | 0% | -1% | 0% | 4% | 6% | 0%
CN(C)CCCNc1oc(-c2cccc(Cl)c2)nc1C#N | -2% | · | -13% | -2% | 4% | -5% | -13% | -4%

SMILES | aGlu spleen mod | L3MBTL1 inh | GAA inh | RECQ1 inh | TRb-SRC2 inh | RGS12 GoLoco inh | GAA glycogen mod | TexasRed fluor
CCOC(=O)C1CCN(C(=O)Nc2ccc(OC(F)(F)F)cc2)CC1 | -1% | -5% | · | -2% | -1% | 1% | 3% | -6%
COC(=O)c1sccc1NC(=O)CC1C(=O)NCCN1C(=O)Nc1ccc(OCc2ccccc2)cc1 (centres undefined) | -3% | -19% | · | -8% | 2% | 5% | -9% | -5%
CCNC(=O)CSc1nc(-c2ccccc2)cs1 | · | 15% | 3% | -5% | -2% | 1% | -7% | 0%
Oc1c(C(c2cccs2)N2CCN(c3ccccc3)CC2)sc2ncnn12 (centres undefined) | -10% | 10% | -2% | -1% | 5% | 7% | -4% | 0%
O=S(=O)(c1ccccc1)c1cnn(-c2ccccc2)c1-c1ccc(Cl)cc1 | 2% | -2% | -2% | -1% | -1% | -4% | 0% | 1%
COc1ccc2c(c1)c(=O)c(Br)c(C)n2Cc1ccccc1 | 6% | 12% | -6% | -12% | -5% | -4% | 2% | -1%
COc1ccc(OCC(=O)Nc2ccccc2O)cc1 | -1% | · | ? | -3% | -11% | -5% | ? | -1%
O=C(COC(=O)c1cccc(S(=O)(=O)N2CCN(c3ccccc3)CC2)c1)NCC1CCCO1 (centres undefined) | -14% | · | · | 4% | 1% | 8% | 2% | -1%
COc1ccc(S(=O)(=O)N2CCOCC2)cc1NC(=O)CN1CCCC1 | 11% | -1% | -7% | i | 9% | 0% | -3% | -3%
Cc1ccc(C2CC(c3ccccc3C)n3nc(N)nc3N2)cc1 (centres undefined) | -10% | -3% | -3% | -1% | -3% | -3% | 1% | 0%
CCCC(=O)Nc1ccc(C(=O)Nc2cc(C(F)(F)F)ccc2Cl)cc1 | 3% | 2% | 0% | -10% | -5% | 13% | -2% | -1%
Cc1ccc(C(=O)O)cc1NC(=S)NC(=O)c1ccc([N+](=O)[O-])cc1Cl | -5% | -7% | 0% | -2% | -3% | 3% | 4% | -6%
CC1=C(C(=O)Nc2cccnc2)C(c2cccnc2)n2nc(-c3cccs3)nc2N1 (centres undefined) | -11% | 2% | -4% | -12% | 0% | -15% | -30% | 0%
COc1ccc(-n2cc(CNCCc3nc(C)cc(C)n3)c(-c3ccccc3Cl)n2)cc1 | -6% | ? | 14% | 18% | 4% | 3% | 6% | 0%
COCCn1c(C)nnc1SCC(=O)Nc1ccccc1[N+](=O)[O-] | 6% | 5% | 13% | -5% | 3% | -4% | -2% | -2%
Cc1oc2ccc(O)cc2c1C(=O)c1ccc([N+](=O)[O-])cc1 | -7% | -6% | 3% | -3% | 2% | 5% | -3% | 0%
Cc1ccc(NC(=O)CN(C)C(=O)CSc2nnnn2C)cc1 | 2% | 8% | -7% | i | 2% | 1% | 6% | -4%
O=C(CSc1nnc(SCc2ccccc2)s1)N/N=C/C=C\c1ccco1 | -4% | 13µM* | 0% | 25µM* | 3% | 27% | 3% | -21%
Nc1ncnc2c1ncn2[C@@H]1O[C@H](COP(=O)(O)OP(=O)(O)OP(=O)(O)OP(=O)(O)OC[C@@H]2O[C@H](n3cnc4c(N)ncnc43)[C@@H](O)[C@@H]2O)[C@H](O)[C@H]1O | -12% | · | · | -6% | 4% | 13% | · | 1%
CSc1nc2nc3c(c(=O)n2[nH]1)CCC3 | -19% | · | 0% | 7% | -2% | -1% | -11% | 1%
CCOC(=O)c1c(C)nc2c(c1-c1ccc(OC)cc1)C(=O)CC(C)(C)C2 | -12% | 1% | 0% | -4% | 4% | 2% | 1% | -2%
